Assay outcomes: PubChem, National Center for Advancing Translational Sciences (NCATS)
PI4K2A inh – blocks human PI4K2A kinase activity. activity change, negative = inhibition, % at 76.9 µM. purified PI4K2A, ADP-Glo luminescence, 1 h; stronger effect = lower value. 0.13% of 420,000 active. AID 1346378; in the data active = activity change below about -50%; inconclusive = mostly about -30% to -49%;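 also: -100% = wells without enzyme as full effect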
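ADP-Glo luminescence measured ADP generated by PI4K2A enzyme (4 ug/mL before mixing) with 1.2 mM PI substrate (pre-mix) and 300 microM ATP (pre-mix). Tris pH7.5 buffer with MgCl2, Triton X-100; 1 h reaction at ambient temperature.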
RXFP1 ag – activates the human relaxin receptor RXFP1. Q9HBX9. HEK293T-RXFP1 cAMP TR-FRET, 30 min; response scale: percent of porcine relaxin response, buffer zero. 0.3% of 370,000 active. Potency, µM (titrated, usually from 57.5 µM), for the others: top-dose activation, most hits filed as activators; also: potency is read from the fitted curve at half-maximal effect; % is scaled to controls: 0 for no effect and ±100 for the full control effect; nearly all actives have a fitted effect of over 60% in size; many of its hits are not listed in these tables
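Agonist response is measured as cAMP accumulation in an RXFP1-transfected HEK293T line under PDE4 inhibition. Values are scaled between buffer-only and 29 nM porcine relaxin, and EC50s come from standard Hill equation fits.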
USP1 inh – inhibitors of human USP1/UAF1 deubiquitinase | O94782 | recombinant USP1/UAF1, Ub-Rhodamine cleavage fluorescence | Potency, µM (highest dose often 57.1 µM), for inactives: top-dose activity change, negative = inhibition, usual class: inhibitors | 0.23% of 390,000 active | AID 743255; also: potency is read from the fitted curve at half-maximal effect; % is scaled to controls: 0 for no effect and ±100 for the full control effect; nearly all actives have a fitted effect of over 60% in size; inactives centre near -12
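Step one: compound is pinned into 1nM USP1/UAF1 in HEPES pH 7.8 buffer with TCEP. Step two: 15 min room-temperature incubation. Step three: Ub-Rho (150nM final) starts cleavage, tracked by fluorescence over six one-minute reads.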
mIDH1 inhibitor – inhibitors of human mutant IDH1 R132H; O75874; IDH1-R132H enzyme, NADPH consumption, diaphorase/resazurin fluorescence; Potency, µM (doses to about 76.6 µM), without a hit: top-dose activity change, negative = inhibition, hits mostly inhibitors; 0.093% of 390,000 active; AID 602179; also: potency is read from the fitted curve at half-maximal effect; % is scaled to controls: 0 for no effect and ±100 for the full control effect; nearly all actives have a fitted effect of over 65% in size
Target sequence (O75874 whole entry R132H, stated change not applied): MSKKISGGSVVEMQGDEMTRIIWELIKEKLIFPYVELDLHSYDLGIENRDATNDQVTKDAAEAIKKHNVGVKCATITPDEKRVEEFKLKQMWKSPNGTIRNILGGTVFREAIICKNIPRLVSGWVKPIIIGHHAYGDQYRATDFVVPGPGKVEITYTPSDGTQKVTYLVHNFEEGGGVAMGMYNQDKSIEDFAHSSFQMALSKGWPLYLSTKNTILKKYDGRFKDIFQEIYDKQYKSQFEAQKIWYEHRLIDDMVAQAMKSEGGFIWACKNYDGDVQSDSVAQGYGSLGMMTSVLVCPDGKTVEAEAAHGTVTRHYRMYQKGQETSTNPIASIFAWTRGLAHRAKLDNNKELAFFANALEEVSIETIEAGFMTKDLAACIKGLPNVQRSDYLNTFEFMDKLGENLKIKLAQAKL
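IDH1-R132H (0.5 ug/mL dispensed) in pH 7.5 Tris buffer was preincubated 30 min with compound, then given a substrate mix of 0.016 mM NADPH and 2 mM alpha-KG for 80 min at room temperature; remaining NADPH was read by diaphorase/resazurin fluorescence.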
TrxR1 substrate – is turned over as a substrate by rat TrxR1; O89049; purified TrxR1 substrate turnover, NADPH consumption readout; Potency, µM (top dose mostly 114 µM), for inactives: at the top dose activity change, negative = substrate turnover; 0.01% of 390,000 active; also: potency is read from the fitted curve at half-maximal effect; % is scaled to controls: 0 for no effect and ±100 for the full control effect; nearly all actives have a fitted effect of over 50% in size
Target sequence (O89049 whole entry, looked up): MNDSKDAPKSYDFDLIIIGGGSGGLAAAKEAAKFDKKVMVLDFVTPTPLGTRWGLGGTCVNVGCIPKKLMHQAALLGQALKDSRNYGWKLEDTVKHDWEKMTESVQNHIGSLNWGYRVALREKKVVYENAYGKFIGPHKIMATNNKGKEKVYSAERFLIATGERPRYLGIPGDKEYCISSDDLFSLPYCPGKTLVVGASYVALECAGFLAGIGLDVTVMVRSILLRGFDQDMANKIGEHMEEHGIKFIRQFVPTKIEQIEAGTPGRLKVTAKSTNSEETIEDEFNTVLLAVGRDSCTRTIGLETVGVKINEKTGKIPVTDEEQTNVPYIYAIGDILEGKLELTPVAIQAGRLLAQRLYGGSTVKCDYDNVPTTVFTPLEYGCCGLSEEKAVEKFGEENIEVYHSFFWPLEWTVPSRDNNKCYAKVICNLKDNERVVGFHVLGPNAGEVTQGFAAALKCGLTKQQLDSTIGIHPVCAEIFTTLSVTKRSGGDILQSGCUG
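Rat TrxR1, dispensed at 90 nM, was prereduced with 400 uM NADPH (final) for 5 min at ~22 deg C, then incubated with compound 15 min before 400 uM selenite. A first-read NADPH fluorescence drop versus no-compound background flagged substrates.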
Vif-A3G inh – Vif-A3G binding inhibition; Q9HC16; HeLa A3G-eYFP + Vif (tagged APOBEC3G with the HIV-1 protein that degrades it), YFP fluorescence, overnight; Potency, µM (series often up to 46.1 µM), inactives show at the top dose activity, negative = active, actives largely listed as inhibitors; 0.076% of 410,000 active; AID 602310;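 also: potency is read from the fitted curve at half-maximal effect; % is scaled to controls: 0 for no effect and ±100 for the full control effect; nearly all actives have a fitted effect of over 60% in size; hits raise eYFP signal because A3G escapes Vif-driven loss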
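Read-out is eYFP fluorescence (Ex 488/Em 500-530) from Vif-expressing HeLa A3G-eYFP cells; more signal means A3G escaped Vif-mediated degradation. Cells plated overnight, compound pinned in, incubated overnight at 37 deg C.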
Glioma ERSR ind – ER stress response induction in glioma. Potency, µM, inactives show at the highest dose activation, usual class: activators. U87-MG GRP78 promoter luciferase reporter, 16 h. 0.02% of 420,000 active; also: potency is read from the fitted curve at half-maximal effect; series mostly up to about 76 µM; % of control where 0% means no effect; nearly all actives have a fitted effect of over 35% in size
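ERSR induction read as luciferase luminescence (Bright-Glo, 10 min at room temperature) in stably transfected human U87-MG glioma cells exposed to compounds for 16 h, using GRP78 as sensor.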
LDHA block – inhibitors of human lactate dehydrogenase A. P00338. purified LDHA, NADH/diaphorase-resazurin fluorescence; stronger effect = lower value. activity change, % (values are at about 110 or 230 µM). 0.15% of 480,000 active; in the data active = activity change below about -30%; inconclusive = mostly about -25% to -30%;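 also: plate controls were DMSO wells for no effect and wells without enzyme for full effect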
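Human LDH5 at 2 nM final in Tris HCl pH 7.4 with 0.06 mM NADH and 0.2 mM pyruvate, reacted 5 minutes at room temperature. Remaining NADH coupled via diaphorase/resazurin; resorufin fluorescence read at 0 and 20 minutes, normalized to enzyme-free and DMSO wells.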
Vif-APOBEC3F blk – inhibitors of Vif-A3F interaction. HeLa A3F-eYFP + Vif (tagged APOBEC3F with the HIV-1 protein that degrades it), YFP fluorescence increase. Potency, µM (titrated, usually from 46.1 µM), inactives show top-dose activity, negative = active. 0.2% of 390,000 active. AID 602313; also: potency is read from the fitted curve at half-maximal effect; % of control where 0% means no effect; nearly all actives have a fitted effect of over 65% in size
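Fluorescence increase (Ex 488/Em 500-530) after overnight compound treatment at 37 deg C flags inhibition of Vif-driven A3F-eYFP loss in stable HeLa A3F-eYFP/Vif cells seeded overnight beforehand.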
Active calls of the source: *; ? = inconclusive; · = no result given; [ ] = remark or other dose. Unless noted, calls follow the shape of the dose curve; as a rule, active = well fitted curve in the direction sought with a large enough effect; inconclusive = small, poorly fitted or top-dose-only effect, or another doubt; inactive = no such curve, though single readings can be large; an effect the other way counts as inactive or inconclusive. Some of the compounds tested; count on the stated rates, not on these rows.

Codes – A = PI4K2A inh; B = RXFP1 ag; C = USP1 inh; D = mIDH1 inhibitor; E = TrxR1 substrate; F = Vif-A3G inh; G = Glioma ERSR ind; H = LDHA block; I = Vif-APOBEC3F blk
COc1cc(/C=N/N2CCN(c3ccccc3)CC2)cc(OC)c1OC(C)=O
  A: -4	B: -0.5%	C: -9%	D: 5%	E: -5%	F: 2%	G: -2%	H: -2	I: 4%

S=C(Nc1ccc(Cl)cc1Cl)N1CCOCC1
  A: -1	B: 0.4%	C: 0%	D: -6%	E: 1%	F: 0%	G: -3%	H: 0	I: -1%

O=C(NCc1cccs1)C(NS(=O)(=O)c1cccc2nsnc12)c1ccccc1 (centres undefined)
  A: -2	B: -5.8%	C: 0%	D: 2%	E: 7%	F: -1%	G: -4%	H: -6	I: 3%

Cc1ccc(CN2CCN(CC(=O)NCc3ccc(Cl)cc3)C2=O)cc1
  A: -7	B: -0.3%	C: -7%	D: 6%	E: 13%[57.1 µM]	F: -12%	G: 8%	H: -2	I: -2%

Cc1ccc(OCCSCc2nc3ccccc3[nH]2)cc1
  A: 4	B: 0.5%	C: 0%	D: 3%	E: 1%	F: -1%	G: 0%	H: -3	I: 0%

Cc1cc(C)c(S(=O)(=O)N2CCN(S(=O)(=O)N3CCCCCC3)CC2)c(C)c1
  A: -4	B: 2.1%	C: -20%	D: 6%	E: 5%[57.1 µM]	F: 0%	G: -3%	H: -3	I: 5%

COc1ccc(OC)c(NC(=S)NCc2cccnc2)c1
  A: 2	B: 0.8%	C: 3%	D: 4%	E: -8%	F: 0%	G: -2%	H: -8	I: 0%

O=C(OCCN1C(=O)c2ccccc2C1=O)c1cc2ccccc2o1
  A: 2	B: 0.0%	C: -6%	D: 3%	E: -11%	F: 1%	G: -1%	H: -4	I: -12%

CCOC(=O)c1c(NC(=O)/C=C/c2ccc(C(C)C)cc2)sc2c1CCC2
  A: -7	B: -5.9%	C: 0%	D: -8%	E: -2%	F: 0%	G: -3%	H: -15	I: 2%

Fc1ccccc1CCNc1c2c(nc3ncnn13)CCCC2
  A: 1	B: 1.6%	C: -10%	D: 8%	E: -1%	F: 0%	G: -1%	H: 2	I: 16%

O=C(CSc1nnc(-c2cccs2)n1C1CC1)NCC1CCCO1 (centres undefined)
  A: -1	B: 1.0%	C: -11%	D: 11%	E: 3%	F: -5%	G: -5%	H: -4	I: -5%

CC(C)(Oc1ccc(Cl)cc1)C(=O)NCCN1C(=O)S/C(=C/c2cccnc2)C1=O
  A: -7	B: 0.0%	C: -16%	D: -20%	E: -13%	F: -8%	G: -1%	H: 1	I: 9%

COc1ccc(NC(=O)C2CCC(CNS(=O)(=O)c3csc(C(N)=O)c3)CC2)cc1 (centres undefined)
  A: -2	B: 0.6%	C: -5%	D: -6%	E: 1%[57.1 µM]	F: 3%	G: -4%	H: -13	I: 2%

O=C(c1cccc(NS(=O)(=O)c2ccccc2)c1)N1CCN(c2ccccc2)CC1
  A: -1	B: -0.5%	C: -16%	D: -4%	E: 0%[57.1 µM]	F: -3%	G: -2%	H: -4	I: ?

CCOC(=O)C(CCc1nnc(N)s1)C(=O)OCC
  A: 0	B: -0.1%	C: -10%	D: -4%	E: 11%	F: -6%	G: -1%	H: 4	I: -4%

Cc1ccc2cc(CN(CCCN(C)C)C(=S)NCc3ccccc3)c(=O)[nH]c2c1C
  A: 2	B: -1.2%	C: 1%	D: 14%	E: 6%[57.1 µM]	F: 1%	G: -1%	H: -5	I: 0%

Nc1cc(=O)n(Cc2ccco2)c(=S)[nH]1
  A: -3	B: ·	C: -33%	D: 9%	E: ·	F: 4%	G: -6%	H: -10	I: -6%

Cc1cnc(C(=O)OCc2nc3ccccc3o2)cn1
  A: -3	B: ·	C: 2%	D: -8%	E: -2%	F: -2%	G: -2%	H: 3	I: -2%

CC(C)(C)NS(=O)(=O)c1ccc2nc(NC(=O)c3cccnc3)sc2c1
  A: -2	B: 3.0%	C: -11%	D: 4%	E: 3%[57.1 µM]	F: -10%	G: 1%	H: -5	I: -2%

COc1ccc(N=C2S/C(=C\c3ccc(C)o3)C(=O)N2CC(C)C)cc1
  A: 4	B: -0.2%	C: -17%	D: 9%	E: 5%[57.1 µM]	F: 1%	G: -2%	H: -1	I: 0%

CCC12CN3CCN(CC(C3)/C1=N\NC(=O)Nc1ccccc1)C2
  A: -14	B: -0.1%	C: 6%	D: 2%	E: 3%[57.1 µM]	F: -1%	G: 1%	H: 0	I: -7%

C=C(C)Cn1c(-c2ccncc2)n[nH]c1=S
  A: -5	B: 1.1%	C: ?	D: 5%	E: 11%	F: -6%	G: -2%	H: -5	I: -4%

CCN(CC(=O)N1CCCCCC1)S(=O)(=O)c1ccc(C)cc1
  A: 2	B: 1.1%	C: -11%	D: 0%	E: -1%	F: 1%	G: -4%	H: -18	I: -14%

CN1CCN(/N=C/c2c3ccccc3c(Cl)c3ccccc23)CC1
  A: 4	B: -0.3%	C: -7%	D: 6%	E: 5%	F: -17%	G: -4%	H: 3	I: -26%

COc1ccc(S(=O)(=O)N2CCN(C)CC2c2ccccc2)cc1 (centres undefined)
  A: 0	B: -0.7%	C: -8%	D: 2%	E: 2%	F: 1%	G: -7%	H: -1	I: -10%

NC(=O)c1nsc(C(=O)N(c2cccc(F)c2)C(C(=O)NCC2CCCO2)c2ccc3ncccc3c2)c1N (centres undefined)
  A: 2	B: 6.4%	C: -2%	D: 4%	E: 65%[activator]	F: -7%	G: 0%	H: -2	I: 7%

CC(C)N1C(=O)NC2NC(=O)N(C(C)C)C21 (centres undefined)
  A: -5	B: ·	C: ·	D: ·	E: ·	F: -3%	G: -2%	H: -6	I: ·

Cc1ccc(C)c(S(=O)(=O)N2CCCOC2CNC(=O)C(=O)NCc2ccccc2)c1 (centres undefined)
  A: -2	B: 0.6%	C: -11%	D: 7%	E: -2%	F: -8%	G: -2%	H: 3	I: -28%

O=C(Nc1ccc(N2CCCC2)cc1)c1ccccc1F
  A: -10	B: -0.8%	C: -15%	D: 4%	E: -6%	F: -5%	G: -2%	H: 8	I: -9%

NNC(=O)CC1=NNC(=O)C1
  A: -3	B: ·	C: -3%	D: 3%	E: -13%	F: 0%	G: -3%	H: -2	I: 1%

Fetched one by one from the entries so far (3):
Codes – A = PI4K2A inh; B = RXFP1 ag; C = USP1 inh; D = mIDH1 inhibitor; E = TrxR1 substrate; F = Vif-A3G inh; G = Glioma ERSR ind; H = LDHA block; I = Vif-APOBEC3F blk
COc1cc(/C=N/N2CCN(c3ccccc3)CC2)cc(OC)c1OC(C)=O
  A: -4	B: -0.5%	C: -9%	D: 5%	E: -5%	F: 2%	G: -2%	H: -2	I: 4%

Cc1cc(C)c(S(=O)(=O)N2CCN(S(=O)(=O)N3CCCCCC3)CC2)c(C)c1
  A: -4	B: 2.1%	C: -20%	D: 6%	E: 5%[57.1 µM]	F: 0%	G: -3%	H: -3	I: 5%

Cc1ccc(C)c(S(=O)(=O)N2CCCOC2CNC(=O)C(=O)NCc2ccccc2)c1 (centres undefined)
  A: -2	B: 0.6%	C: -11%	D: 7%	E: -2%	F: -8%	G: -2%	H: 3	I: -28%

(cont.)
Codes – A = PI4K2A inh; B = RXFP1 ag; C = USP1 inh; D = mIDH1 inhibitor; E = TrxR1 substrate; F = Vif-A3G inh; G = Glioma ERSR ind; H = LDHA block; I = Vif-APOBEC3F blk
O=C(NC1CCCC1)C1C2C=CC(C2)C1C(=O)N1CCOCC1 (centres undefined)
  A: 1	B: 0.0%	C: -20%	D: 5%	E: -3%	F: 0%	G: -3%	H: -6	I: 6%

COc1cccc(CCNC(=O)c2ccc(OC)c(OC3CCN(C(C)C)CC3)c2)c1
  A: 10	B: -0.5%	C: -15%	D: -11%	E: 13%[57.1 µM]	F: 2%	G: 0%	H: -12	I: 5%

O=C(C1CC1)N1CCc2sccc2C1c1ccc(Cl)cc1 (centres undefined)
  A: -2	B: 0.2%	C: -11%	D: -6%	E: -21%	F: -5%	G: -9%	H: -8	I: 7%

O=C(O)c1ccc(CNC(=O)C23CC4CC(CC(C4)C2)C3)cc1
  A: 1	B: -0.6%	C: 4%	D: 2%	E: 2%[0.457 µM]	F: 0%	G: -1%	H: -7	I: -3%

COc1ccccc1NC(=O)Cn1nnc(C(=O)NCCc2ccccc2)c1N
  A: 2	B: -0.5%	C: -1%	D: 5%	E: 5%[57.1 µM]	F: -3%	G: -2%	H: -24	I: -2%

O=C(Nc1nnc(-c2ccc(Cl)cc2)o1)c1ccc(N2C(=O)CCC2=O)cc1
  A: 2	B: 0.0%	C: -12%	D: 1%	E: -16%	F: 2%	G: -4%	H: -3	I: -3%

Cc1ccc(NC(=O)CSc2nnc(-c3ccncc3)n2C)cc1C
  A: 2	B: 0.5%	C: -23%	D: 2%	E: 1%	F: 2%	G: -4%	H: -5	I: -1%

Cc1cccc(NC(=O)CCC2CCN(C(=O)C3CC=CCC3)CC2)c1 (centres undefined)
  A: 5	B: 0.4%	C: -2%	D: 1%	E: 3%	F: 3%	G: 2%	H: -13	I: -19%

CCN(c1ccccc1)S(=O)(=O)c1ccc(Cl)c(NC(=O)CN(C)Cc2cccc(F)c2)c1
  A: 3	B: ·	C: -4%	D: 4%	E: -11%	F: 2%	G: -5%	H: -6	I: -2%

N#CN=C1SCCS1
  A: 3	B: 0.0%	C: -15%	D: 7%	E: -4%[57.1 µM]	F: 0%	G: -8%	H: -2	I: -15%
